# Mtb RmlCD inh: blocks M. tuberculosis RmlC and RmlD coupled enzymes. P9WH09+P9WH11. RmlC+RmlD coupled enzyme assay, percent inhibition; primary screen in compound mixtures. inhibition, % at 3.6 µM. actives 0.03% (n = 160,000). AID 1533; in the data active = inhibition mostly above about 34%, no sharp cut-off; also: some results filed as inactive read as strong as hits
# Target sequence (P9WH09 whole entry, looked up): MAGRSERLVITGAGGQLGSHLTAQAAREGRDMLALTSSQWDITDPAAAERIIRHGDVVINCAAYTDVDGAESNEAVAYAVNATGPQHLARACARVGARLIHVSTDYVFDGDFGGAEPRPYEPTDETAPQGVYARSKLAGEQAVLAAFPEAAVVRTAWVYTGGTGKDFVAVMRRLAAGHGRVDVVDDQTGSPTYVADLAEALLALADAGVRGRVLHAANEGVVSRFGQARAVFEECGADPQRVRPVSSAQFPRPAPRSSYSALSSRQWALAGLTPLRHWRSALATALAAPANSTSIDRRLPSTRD
# Target sequence (P9WH11 whole entry, looked up): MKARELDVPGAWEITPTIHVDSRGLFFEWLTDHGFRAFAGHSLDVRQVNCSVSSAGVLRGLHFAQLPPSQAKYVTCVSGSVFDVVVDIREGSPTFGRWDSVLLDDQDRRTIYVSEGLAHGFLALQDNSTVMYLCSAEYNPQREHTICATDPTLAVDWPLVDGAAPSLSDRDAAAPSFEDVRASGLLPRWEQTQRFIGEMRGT
# M. tuberculosis GlmU: inhibition of mycobacterial GlmU enzyme – biochemical, glucosamine-1-phosphate acetyltransferase (AID 1376); M. tuberculosis GlmU acetyltransferase enzyme assay; higher % means a stronger effect; inhibition, %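 (tested at 30 µM in the primary screen)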, or IC50 in µM where a hit was titrated; actives 0.25% (n = 220,000); in the data active = inhibition above about 13%;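 also: 0% = complete reaction with vehicle and 100% = reaction without substrate; strong numbers were not always called active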
# * hit, by the source's call; . = no result given.
SMILES,Mtb RmlCD inh,M. tuberculosis GlmU
Cc1ccc(C)c(NC(=S)NC(C)C(c2cccs2)N2CCOCC2)c1 (configuration not stated),.,-6.0%
Cc1ccc(C)n1-c1nccc(-c2cccs2)n1,5,.
CCOC(=O)c1c(NC(=O)CSc2nnc(C)c(=O)[nH]2)sc(C)c1C,-9,1.7%
C[C@H]1CCC[C@@]2(O[C@H](CCO)C[C@H](O)[C@H]2O)O1,.,-1.8%
Cc1ccc2cc(CN(CC3CCCO3)S(=O)(=O)c3cccc4nsnc34)c(=O)[nH]c2c1 (configuration not stated),.,-7.8%
O=C(COC(=O)CN1C(=O)C2CC=CCC2C1=O)Nc1cc(C(F)(F)F)ccc1N1CCOCC1 (configuration not stated),-16,4.4%
COc1ccc(-n2ccnc2SCC(=O)Nc2ccccc2)cc1,-15,-1.5%
COc1ccc(N=c2ssnc2Cl)cc1,.,5.5%
O=C1NCCN(Cc2c(F)cccc2Cl)C1CC(=O)N1CCCCO1 (configuration not stated),-6,7.2%
O=C(CN1CCN(Cc2ccc3c(c2)OCO3)CC1)Nc1ccc(F)cc1,.,-0.6%
CCc1ccccc1NC(=S)N1CCN(c2ccccn2)CC1,-11,3.7%
CC1=NN(C(=O)c2ccc(Cn3nc(C)c([N+](=O)[O-])c3C)o2)C(O)(C(F)(F)F)C1 (configuration not stated),2,-5.6%
CCSc1nnc(NC(=O)c2ccc(C)o2)s1,2,2.4%
CNC(=O)CSc1nnc(-c2cccs2)o1,-11,1.2%
Cc1ccc(OCCN2CCNCC2)c([N+](=O)[O-])c1,.,2.5%
Nc1ccc(N2CCCCC2)c(S(=O)(=O)Nc2ccccc2Cl)c1,22,12%
C=CCOC(=O)C1=C[C@H](C(C)(C)C)[C@@H](CCCO)[C@H](OCC)O1,.,3.8%
CCC(=O)c1cn(Cc2ccc(C#N)cc2)c2ccccc12,0,2.1%
CCn1cc(C(=O)N2CCN(c3ccccn3)CC2)c(=O)c2cc(S(=O)(=O)N3CCC(C)CC3)ccc21,6,-0.8%
COc1cc(CC(=O)N/N=C/c2ccc([N+](=O)[O-])cc2)c([N+](=O)[O-])cc1OC,6,-4.9%
Cc1ccc(-c2c[n+]3c(n2-c2ccccc2)CCC3)cc1,-13,7.0%
CCOc1ncccc1C(=O)Nc1cc(S(=O)(=O)N2CCOCC2)ccc1N1CCCC1,4,4.7%
CCC1(C)CC2(CCCN(CCC(=O)c3ccccc3)C2)CCO1 (configuration not stated),103,-9.0%
CC(=O)Nc1ccnc(-c2cccnc2)n1,2,-0.7%
O=C(CCNC(=O)c1ccccc1Cl)NC1=NCCS1,9,2.4%
# Additional results follow:
SMILES,Mtb RmlCD inh,M. tuberculosis GlmU
C[C@@H](O)c1nc2ccccc2n1N,10,5.2%
O=C(N/C(=C/c1ccc2c(c1)OCO2)C(=O)N1CCOCC1)c1cccs1,10,-3.4%
CCCn1c(C(=O)c2ccccc2OC)nc2ccccc21,6,5.8%
CC1=CC(C)(C)N(C(=O)CN2C(=O)c3ccccc3C2=O)c2ccccc21,3,0.6%
Cc1cc(C)nc(-n2nc(C)cc2NC(=O)c2ccc(S(=O)(=O)N3CCOCC3)cc2)n1,21,2.9%
CNC(=S)N(CCc1c(C)[nH]c2ccccc12)Cc1ccco1,10,-4.2%
CN(CC(=O)NCCN1CCN(Cc2ccccc2)CC1)S(=O)(=O)c1cccc2nsnc12,-8,7.5%
CN(CCO)C(=O)c1cccc2c1-c1ccccc1C2=O,.,1.6%
CC(/C=C1\SC(=O)N(CC(=O)Nc2cccc(O)c2)C1=O)=C\c1ccccc1,10,1.5%
CCCCOc1ccc(S(=O)(=O)Nc2cc(OC)ccc2OC)cc1,12,-1.5%
O=[N+]([O-])c1cccc(-n2cccc2/C=N/Nc2nc(N3CCCCC3)nc(N3CCCCC3)n2)c1,5,3.5%
CC(C)(C)c1ccc(S(=O)(=O)NCCOCC(F)(F)C(F)F)cc1,-13,2.9%
Cc1nc2ccccc2c(=O)n1C1CCCCCC1,2,3.2%
CN(C)C(CNc1ncnc2sc3c(c12)CCCCC3)c1ccco1 (configuration not stated),5,1.5%
C=CCN1C(=O)C(O)(CC(=O)c2ccc(Cl)cc2)c2ccccc21 (configuration not stated),.,1.8%
Cc1cc(OCc2ccc([N+](=O)[O-])cc2)c2c3c(c(=O)oc2c1)CCCC3,-7,.
CCn1c(Cc2ccc(OC)cc2)nnc1SCc1nc2ccccc2c(=O)[nH]1,2,3.4%
O=C(CSc1n[nH]c(=O)n1-c1ccc2c(c1)OCCO2)Nc1ccccc1,-1,-6.7%
Cc1ccc2c(CNCc3ccco3)cc(=O)oc2c1,1,-0.9%
C=CCN1CCN(C(CC(C)C)c2nnnn2CCOC)CC1 (configuration not stated),-2,4.0%
COC(=O)COc1cccc(-n2cnnn2)c1,-1,.
CC(=O)Nc1c(Cl)n(C(C)=O)c2ccccc12,.,0.2%
OCCC1CN(Cc2nc3ccccc3s2)CCN1CCc1ccccc1 (configuration not stated),.,2.5%
Cc1nc(-c2ccc(NS(C)(=O)=O)cc2)cs1,10,0.9%
O=C(CSc1nn(-c2ccc(Cl)cc2)c(=S)s1)N1CCN(C(=O)c2ccco2)CC1,3,4.7%
# Carrying on:
SMILES,Mtb RmlCD inh,M. tuberculosis GlmU
Clc1ccc(/C=C/c2nc3ccccc3[nH]2)c(Cl)c1,-5,-0.5%
COCCNC(=O)c1onc(CSc2ccc(F)cc2)c1C(=O)NCCOC,3,5.5%
CC(=O)NC(c1ccccc1)c1cc([N+](=O)[O-])c2cccnc2c1O (configuration not stated),.,-0.3%
CCOc1ccccc1Nc1nc(N2CCCC2)nc(N2CCOCC2)n1,.,-2.7%
Cc1nn(CCOc2ccccc2)c(=O)n1-c1ccccc1F,.,-3.8%
CC(C)OC(=O)c1cc2c(ccn2C)n1CC(=O)N(Cc1ccccc1)c1ccccc1,5,4.4%
O=C(c1cccs1)N1CCN=C1SCc1ccccc1F,-8,3.5%
COCCNC(=O)c1ccc(-n2c(SCc3ccncc3)nc3ccccc3c2=O)cc1,-8,2.6%
CN(C(=O)c1cccc(C#N)c1)c1nnc(-c2ccncc2)s1,63,5.9%
CC(=O)OC1=Cc2c(ccc3ccc(=O)oc23)OC1(C)C,-8,2.6%
O=C(Nc1cccc2c1C(=O)NC2=O)c1ccccc1[N+](=O)[O-],-12,.
COc1ccc([N+](=O)[O-])cc1NC(=O)CCSCCc1ccccn1,8,0.9%
COc1ccc(-c2cc(C(F)F)n3ncc(C(=O)N4CCN(C)CC4)c3n2)cc1,.,11%
O=C(CCC(=O)Nc1ccccc1Cl)N/N=C/c1ccccc1,-9,-0.6%
O=C(NCC1CCCO1)c1cc(C(=O)c2ccc(Cl)cc2Cl)c[nH]1 (configuration not stated),2,-1.7%
CC1c2c([nH]c3ccccc23)CCC1C(=O)O (configuration not stated),-11,1.6%
COC(=O)Cc1c(C)nc2nc(-c3ccco3)[nH]n2c1=O,.,0.5%
COc1ccc(CNC(=S)Nc2cc(OC)ccc2OC)cc1,-5,7.9%
CCC(=O)Nc1c2c(nn1-c1ccc(OC)cc1)CS(=O)C2 (configuration not stated),.,7.3%
Cc1ccnc(NC(=O)c2ccc([N+](=O)[O-])o2)c1,7,-0.7%
COc1cc2nc(NC(=O)c3ccco3)sc(=O)c2cc1OC,-3,10%
O=C(Nc1ccc(F)cc1F)N1CCN(C/C=C/c2ccccc2)CC1,.,-1.5%
CCN1CCCC1CNC(=O)C1CCN(C(=O)c2cc3sccc3n2Cc2ccc(F)cc2)CC1 (configuration not stated),5,-9.2%
CSCCC(NC(=O)c1cc([N+](=O)[O-])cc([N+](=O)[O-])c1)c1nc2ccccc2[nH]1 (configuration not stated),6,3.0%
COCC(C)N=C1NN=C(c2ccc(NC(C)=O)cc2)CS1 (configuration not stated),9,8.9%

# Complete entries, looked up by structure:
# COC(=O)Cc1c(C)nc2nc(-c3ccco3)[nH]n2c1=O across the screens: Mtb RmlCD inh = .; M. tuberculosis GlmU = 0.5%
# CSCCC(NC(=O)c1cc([N+](=O)[O-])cc([N+](=O)[O-])c1)c1nc2ccccc2[nH]1 (configuration not stated) across the screens: Mtb RmlCD inh = 6; M. tuberculosis GlmU = 3.0%

# Continuation:
SMILES,Mtb RmlCD inh,M. tuberculosis GlmU
COc1ccccc1/C=C1/C(=N/O)C2CCN1CC2,.,-4.0%
Cc1ccc(Nc2cc(C)nc(-c3ccccc3O)n2)cc1,.,1.4%
Cc1cc(C)cc(OCC(=O)N/N=C/c2ccccn2)c1,5,-0.5%
CCOC(=O)c1sc2nc(SCC(=O)N(CC)CC)n(CCCN3CCCC3=O)c(=O)c2c1C,21,3.0%
CN(C)C(=O)c1cc([N+](=O)[O-])cc([N+](=O)[O-])c1N(C)C,4,-1.0%
O=C(O)CNC(=O)c1ccc(N2CCOCC2)cc1[N+](=O)[O-],5,9.2%
CN(c1ccc(O)cc1)c1nc(-c2ccccc2)cs1,29,-3.7%
CCN(CC)CCOC(=O)C(O)(c1ccccc1)c1ccccc1,.,3.2%
C=CCN(CC=C)c1cnn(-c2nc3ccccc3[nH]2)c(=O)c1Cl,-9,3.2%
CC(NC(=O)NCC1CCCO1)(C(F)(F)F)C(F)(F)F (configuration not stated),.,-3.8%
CCOc1ccc(-c2nc(=S)[nH][nH]2)cc1,.,5.8%
CC(=O)Nc1ccccc1NC(=O)c1ccc(C)c(C)c1,.,-7.5%
CCCS(=O)(=O)c1nc(S(=O)(=O)c2ccc(C)cc2)c(N2CCc3ccccc3C2)s1,-11,-4.2%
CC(C)c1ccc(C2C(C#N)=C(N)N3C(=C2C#N)Sc2ccccc23)cc1 (configuration not stated),.,-0.4%
O=C(COC(=O)c1ccc(Cl)c(S(=O)(=O)N2CCCCC2)c1)NCc1ccco1,.,-9.6%
Cc1nnsc1NC(=O)OCC(C)C,.,-2.6%
Cc1ccc(-n2c(-c3cccnc3)n[nH]c2=S)c(C)c1,.,3.6%
O=C(Nc1ccc2nc(-c3ccco3)c(-c3ccco3)nc2c1)N1CCN(c2ccccn2)CC1,-4,13%
O=C(CSCc1c(Cl)cccc1Cl)NN1C(=O)c2ccccc2C1=O,.,-3.8%
CC1(C(=O)c2ccccc2)C2c3c(ccc4ccccc34)OC(=O)C21C(=O)N1CCOCC1 (configuration not stated),5,-2.2%
Brc1cccc(-c2cnco2)c1,-8,-2.9%
COC(=O)c1cn(-c2ccccc2)nc1C(=O)OC,100,12%
CCc1ccc(OCC(=O)NC(C)(C)C)cc1,-9,3.9%
CCOc1ccc(OCC)c(NC(=O)CN2CCN(c3cccc(C)c3)CC2)c1,-7,.
CC(=O)c1c(C)[nH]c(C(=O)COc2cc(C)cc(C)c2)c1C,16,-5.5%
# Going on with the list.
SMILES,Mtb RmlCD inh,M. tuberculosis GlmU
COc1cc(/C=N/NC(=O)COc2ccc(C)cc2)ccc1OC(=O)c1cccs1,2,0.4%
COc1ccc(C(=O)Nc2ccc(NC(=O)c3cnccn3)cn2)cc1,-4,1.6%
COc1ccc(CNC(=O)COC(=O)c2ccccn2)cc1,4,1.6%
CCc1ccc(OCC(=O)Nc2ccc(S(=O)(=O)N3CCCC3)cc2)c(Br)c1,1,0.5%
COCCNC(=O)c1c(N)n(-c2ccccc2)c2nc3ccccc3nc12,3,5.4%
O=C(NCCO)C(=O)c1c(-c2ccc(Cl)cc2)cc2ccccn12,-4,-7.0%
c1ccc(CN2CCCC3(CCCN(Cc4nc(COc5ccccc5)no4)C3)C2)cc1 (configuration not stated),-8,-11%
CCNc1nc(NC(C)C)nc(NS(=O)(=O)c2ccc(Cl)cc2)n1,.,-0.5%
COc1ccc(Cl)cc1C(=O)NNC(=S)NC1CCCCC1,.,-2.4%
Cc1coc(C)c1C(=O)CC1(O)C(=O)N(CCc2ccccc2)c2ccccc21 (configuration not stated),.,-0.2%
COc1ccc(CCNC(=O)c2cc(C(=O)c3cc(Cl)ccc3O)cn(CCc3ccc(OC)cc3)c2=O)cc1,14,-7.1%
NC(=S)Nc1cnc2ccccc2c1,6,-1.7%
c1ccc2c(c1)nnn2Cc1nnc2sc(-c3ccc4c(c3)OCCO4)nn12,0,5.8%
COc1ccc(CNC(=O)CSc2ncnc3nc[nH]c23)cc1,-5,2.7%
COc1cc(CC2(CCc3ccncc3)C(=O)N(C)C(=O)N(C)C2=O)cc(OC)c1OC,7,-3.2%
Cc1ccc2[nH]c(C)c(CC(=O)O)c2c1,-8,2.2%
COc1cccc(C2C3(C#N)C(N)=NC(OC)(OC)C23C#N)c1 (configuration not stated),37,-0.4%
Cc1ccc(C)c(-n2c(SCC(N)=O)nnc2-c2ccccn2)c1,2,-5.3%
OC(COc1ccc2c(c1)OCO2)CN1CCN(c2ccccc2)CC1 (configuration not stated),-6,2.6%

# By substructure: those above containing a thiophene ring, fused or not
SMILES,Mtb RmlCD inh,M. tuberculosis GlmU
Cc1ccc(C)c(NC(=S)NC(C)C(c2cccs2)N2CCOCC2)c1 (configuration not stated),.,-6.0%
Cc1ccc(C)n1-c1nccc(-c2cccs2)n1,5,.
CCOC(=O)c1c(NC(=O)CSc2nnc(C)c(=O)[nH]2)sc(C)c1C,-9,1.7%
CNC(=O)CSc1nnc(-c2cccs2)o1,-11,1.2%
O=C(N/C(=C/c1ccc2c(c1)OCO2)C(=O)N1CCOCC1)c1cccs1,10,-3.4%
CN(C)C(CNc1ncnc2sc3c(c12)CCCCC3)c1ccco1 (configuration not stated),5,1.5%
O=C(c1cccs1)N1CCN=C1SCc1ccccc1F,-8,3.5%
CCN1CCCC1CNC(=O)C1CCN(C(=O)c2cc3sccc3n2Cc2ccc(F)cc2)CC1 (configuration not stated),5,-9.2%
CCOC(=O)c1sc2nc(SCC(=O)N(CC)CC)n(CCCN3CCCC3=O)c(=O)c2c1C,21,3.0%
COc1cc(/C=N/NC(=O)COc2ccc(C)cc2)ccc1OC(=O)c1cccs1,2,0.4%

# Source: PubChem BioAssay

# An excerpt; count on the stated rates, not on these rows.
